# NPC1 promoter act: activates the NPC1 promoter. Potency, µM (highest dose often 9.22 µM), for inactives: top-dose activation, actives largely listed as activators. actives 2.4% (n = 320,000). AID 485313. Huh7 NPC1 promoter luciferase reporter, 24 h;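 also: % of control where 0% means no effect; nearly all actives have a fitted effect of over 60% in size; reporter is driven by a mutant NPC1 promoter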
#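 Huh7 cells stably carrying NPC1 promoter–luciferase, plated in Opti-MEM with 10% FBS for 2 h, were exposed to compound in DMSO for 24 h at 37 °C; luciferase reagent was added for 10 min and luminescence read.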
# FLuc counter: inhibits or activates purified firefly luciferase, miR-21 counter-screen; actives 6.9% (n = 360,000); purified FLuc, Km substrates, luminescence inhibition; AID 588342; Potency, µM (doses to about 57.5 µM), inactives show at the highest dose activity change, negative = inhibition, usual class: inhibitors; P08659;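 also: plate controls were vehicle for no effect and reference inhibitor for full effect; nearly all actives have a fitted effect of over 55% in size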
#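 Purified P. pyralis luciferase (10nM final) with 10uM D-luciferin and 10uM ATP (Km levels) in 50mM Tris acetate pH 7.5, 10mM Mg acetate, 0.01% Tween-20, 0.05% BSA; qHTS 6-point titration, ~60 µM downward; luminescence read.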
# uPA surface inh: cell surface uPA generation inhibition | cell surface uPA generation assay, qHTS | Potency, µM (doses to about 38.3 µM), without a hit: at the highest dose activity change, negative = inhibition, hits mostly inhibitors | actives 0.31% (n = 330,000); active = well fitted inhibition curve with a large enough effect; inconclusive = small, poorly fitted or top-dose-only effect; inactive = no such curve, though single readings can be large or run the other way; tested in mouse RAW 264.7 cells; also: % is scaled to controls: 0 for no effect and ±100 for the full control effect; nearly all actives have a fitted effect of over 55% in size
# Gal4-VP16 FLuc: Gal4-VP16 reporter inhibition counter-screen; actives 3.5% (n = 310,000); AID 2546; Drosophila S2 Gal4-VP16 UAS-luciferase, luminescence, 20 h; Potency, µM (top dose mostly 53.6 µM), inactives show at the highest dose activity, negative = inhibition, hits mostly inhibitors;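 also: Gal4-VP16 expression switched on by copper sulfate through the metallothionein promoter; % is scaled to controls: 0 for no effect and ±100 for the full control effect; nearly all actives have a fitted effect of over 50% in size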
# MBNL1-CUG inh: inhibitors of human MBNL1 binding to CUG repeat RNA. Q9NR56. TR-FRET MBNL1-His/biotin-(CUG)12 binding, 665/545 ratio. Potency, µM (top dose mostly 57.5 µM), inactives show at the highest dose activity change, negative = inhibition, actives largely listed as inhibitors. actives 0.036% (n = 280,000). AID 2675; active = well fitted inhibition curve with a large enough effect in the signal ratio, with a control signal flat, not every such curve was filed as active; inconclusive = small, poorly fitted or top-dose-only effect, or effect the other way, or a change in a side signal; inactive = no such curve, though single readings can be large or run the other way; the % refers to the signal ratio; also: % is scaled to controls: 0 for no effect and ±100 for the full control effect
# Target sequence (Q9NR56 whole entry, looked up): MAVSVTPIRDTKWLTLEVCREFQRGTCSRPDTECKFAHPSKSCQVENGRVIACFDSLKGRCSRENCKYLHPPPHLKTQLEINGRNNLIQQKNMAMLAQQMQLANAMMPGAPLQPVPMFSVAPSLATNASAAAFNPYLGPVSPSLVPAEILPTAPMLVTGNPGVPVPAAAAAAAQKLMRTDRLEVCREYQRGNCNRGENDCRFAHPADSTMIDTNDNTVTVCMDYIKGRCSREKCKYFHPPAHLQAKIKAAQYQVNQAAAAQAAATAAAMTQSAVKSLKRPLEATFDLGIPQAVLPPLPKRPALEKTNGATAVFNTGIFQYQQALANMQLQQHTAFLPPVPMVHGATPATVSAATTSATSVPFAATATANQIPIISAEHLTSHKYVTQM
#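 TR-FRET between His-tagged MBNL1 and biotin-(CUG)12 RNA, detected with Tb anti-His antibody (0.055 ng/ul) and streptavidin-XL665 (5 nM), 60 min at room temperature. Compounds titrated 92 nM to 58 uM; 665/545 nm ratio normalized to buffer and complex controls.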
# ELG1 genotox: inducers of genotoxicity in HEK293T ELG1-luciferase cells. HEK293T ELG1-luciferase reporter, luminescence, 16 h. Potency, µM (doses to about 46 µM), without a hit: at the top dose activity change, positive = activation, hits mostly activators. actives 1.3% (n = 330,000). AID 504466; also: % of control where 0% means no effect; nearly all actives have a fitted effect of over 60% in size
#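 Quantitative HTS format in 1536-well plates. HEK293T ELG1-luciferase reporter cells receive test compound and are incubated 16 hr at 37 °C, 5% CO2; ONE-Glo added, 30 min room temperature, then luminescence read.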
# BRCA1 expr act: BRCA1 expression activation; actives 1.1% (n = 380,000); Potency, µM (highest dose often 46.1 µM), for the others: at the top dose activation, most hits filed as activators; MCF7-BRCA1-FFLuc reporter, luminescence, 48 h; response scale: scaled: vehicle 0%, 10 µM genistein 100%; also: nearly all actives have a fitted effect of over 80% in size; some results filed as inactive show a strong effect at the top dose
#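 Cells: MCF7-BRCA1-FFLuc, 2000/well. Exposure: 48 h, 37 °C, 5% CO2. Read: luminescence, 15 min post-substrate. Controls: genistein 10 microM (maximal activation), DMSO (neutral).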
# MLL CXXC-DNA inh: blocks binding of human MLL CXXC domain to DNA | MLL-CXXC / FITC-HOXA9 DNA fluorescence polarization | Potency, µM (highest dose often 115 µM), inactives show at the top dose activity change, negative = inhibition, hits mostly inhibitors | actives 0.037% (n = 290,000) | AID 2662; active = well fitted inhibition curve with a large enough effect in the polarisation, with a control signal flat, not every such curve was filed as active; inconclusive = small, poorly fitted or top-dose-only effect, or effect the other way, or a change in a side signal; inactive = no such curve, though single readings can be large or run the other way; the % refers to the polarisation
#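 Steps: dispense CXXC domain solution (7 uM) → pin compounds or unlabeled HOX-A9 DNA control → 5 min ambient → add FLSN-HOX-A9 solution (50 nM) → spin → 30 min ambient → fluorescence polarization. Tris pH 7.5/NaCl/DTT/BSA buffer.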
# RORg inh: inhibitors of mouse ROR gamma transcriptional activity. P51450. Drosophila S2 Gal4-RORgamma UAS-luciferase reporter, 20 h. Potency, µM (series often up to 53.6 µM), inactives show at the top dose activity change, negative = inhibition, hits mostly inhibitors. actives 5.4% (n = 310,000). AID 2551; also: % is scaled to controls: 0 for no effect and ±100 for the full control effect; nearly all actives have a fitted effect of over 60% in size
# Target sequence (P51450 whole entry, looked up, the tested form may be a part): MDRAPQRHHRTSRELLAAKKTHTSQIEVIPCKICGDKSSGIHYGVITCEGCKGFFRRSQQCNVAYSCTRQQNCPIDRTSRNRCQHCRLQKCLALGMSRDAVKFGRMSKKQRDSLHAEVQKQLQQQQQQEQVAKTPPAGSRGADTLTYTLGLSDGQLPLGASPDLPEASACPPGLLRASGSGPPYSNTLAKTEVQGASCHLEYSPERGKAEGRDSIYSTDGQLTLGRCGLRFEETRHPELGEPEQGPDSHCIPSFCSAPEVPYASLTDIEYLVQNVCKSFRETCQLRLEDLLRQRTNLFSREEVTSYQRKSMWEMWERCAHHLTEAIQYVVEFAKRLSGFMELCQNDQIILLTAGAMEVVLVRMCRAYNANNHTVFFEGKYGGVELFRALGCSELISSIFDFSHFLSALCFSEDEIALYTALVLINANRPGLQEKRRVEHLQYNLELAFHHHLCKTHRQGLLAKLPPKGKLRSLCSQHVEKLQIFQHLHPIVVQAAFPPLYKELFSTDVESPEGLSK
#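 In this cell-based reporter format, copper sulfate (700 uM final) drives Gal4–ROR gamma fusion expression from a metallothionein promoter in Drosophila Schneider cells; compounds preincubated 1 hr, reporter read after 20 hr at ambient temperature.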
# Rab9 prom act: Rab9 promoter activation. Huh7 Rab9 promoter-luciferase reporter, luminescence, 24 h. Potency, µM (top dose mostly 9.22 µM), for inactives: at the top dose activation, negative = inhibition, most hits filed as activators. actives 2.8% (n = 320,000). AID 485297; also: % of control where 0% means no effect; nearly all actives have a fitted effect of over 60% in size
#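 Huh7 cells stably carrying Rab9 promoter–luciferase reporter, plated 1500 cells/well, compound added after 2 h and incubated 24 h at 37 °C; luciferase luminescence then read after 10 min with detection reagent.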
# p53 reactivator: re-activators of mutant p53 | actives 0.063% (n = 320,000) | Potency, µM (series often up to 92.2 µM), for inactives: top-dose activity change, positive = activation, most hits filed as activators | H1299 p53-A138V BP100-luciferase reporter, luminescence, 24 h; also: % of control where 0% means no effect; nearly all actives have a fitted effect of over 45% in size
#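 p53-null H1299 cells stably carrying temperature-sensitive p53-A138V and a BP100-luciferase reporter were pinned with compounds (4-point, 1:5 series) and held 24 hrs at 37 deg C. Luminescence was read 10 min after detection reagent.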
# Starred values were filed as active, the others as inactive; ? = inconclusive; . = no result given; & = joins results of further samples; [ ] = another dose, or the depositor's remark. Unless noted, calls follow the shape of the dose curve; as a rule, active = well fitted curve in the direction sought with a large enough effect; inconclusive = small, poorly fitted or top-dose-only effect, or another doubt; inactive = no such curve, though single readings can be large; an effect the other way counts as inactive or inconclusive. Potency is read from the fitted curve at half-maximal effect.
smiles,NPC1 promoter act,FLuc counter,uPA surface inh,Gal4-VP16 FLuc,MBNL1-CUG inh,ELG1 genotox,BRCA1 expr act,MLL CXXC-DNA inh,RORg inh,Rab9 prom act,p53 reactivator
NC(=O)CN(C/C=C/c1ccccc1)C/C=C/c1ccccc1,-3.2%,-6.8%,13.4%,-8.2%,-2.8%,-5.7%,2.5%,-8.0%,4.0%,6.2%,2.6%
CCc1ccccc1S(=O)(=O)Cc1ccc(C(=O)N2CCN(c3ccccc3OC)CC2)o1,-3.3%,9.7%,21.4%,-14.8%,-20.9%,-26.0%,-29.1%,1.3%,29.0%,-5.8%,-4.2%
CCOc1ccc(-n2c(C)cc(C(=O)CCl)c2C)cc1,-6.0%,-10.1%,-11.4%,0.8%,-8.8%,?,-67.1%,-4.6%,?,-5.4%,-11.1%
CCOC(=O)c1ccc(NC(=O)Nc2ccon2)cc1,16.3%,19µM*,-79.4%,-0.5%,-5.3%,7.3µM*,-4.7%,-6.9%,20.7%,-8.9%,?
CN1CCc2c(n(CC(O)CNCc3ccccc3)c3ccccc23)C1=O (stereo not given),-20.6%,-0.8%,-32.0%,-9.2%,6.9%,-14.2%,-8.9%,10.5%,-31.7%,-37.2%[inhibitor],-5.7%
O=C1c2ccccc2C(=O)C1(CO)c1ccccc1,26.1%,15.1µM*,4.0%,9.8%,?,-7.8%,?,-0.3%,26.5%,?,11.3%
Cc1ccc(S(=O)(=O)/N=C2/C=C(Sc3ncn[nH]3)C(=O)c3ccccc32)c(C)c1,-2.6%,?,.,5.01µM*,.,-11.7%,.,-25.1%,11.2µM*,16.4%,-18.2%
Cc1ccc2c(c1)CCCN2C(=O)c1ccncc1,-2.2%,2.2%,.,7.4%,-8.6%,-0.4%,1.8%,0.4%,-4.9%,-1.9%,-1.3%
CCOC(=O)c1c(C)[nH]c(N=Nc2ccc(C)cc2)c1C,1µM*,3.79µM*,1.8%,?,1.4%,3.16µM*,?,?,?,1.41µM*,?
CCOc1ccc(C(=S)N2CCCC2)c(OCC)c1,1.4%,-2.8%,-6.8%,?,-1.9%,-2.1%,-8.4%,-9.1%,?,-5.0%,.
O=C(CCN1CCCCO1)N1CCCC(Nc2ccc(F)cc2)C1 (stereo not given),-5.8%,-0.2%,-8.3%,-6.7%,1.6%,2.6%,0.8%,1.4%,1.0%,3.1%,7.9%
O=C1O/C(=C\C(=O)N2CCOCC2)c2ccccc21,-4.7%,0.0%,5.7%,-25.8%,-6.0%,2.8%,-24.2%,6.7%,0.1%,0.1%,2.1%
CCN(CC)CCN1C(=O)/C(=C\c2ccc(Cl)c([N+](=O)[O-])c2)SC1=Nc1ccc(OC)cc1,-3.8%,-3.3%,-13.3%,?,24.1%,-26.5%,-97.7%,?,?,-0.6%,-14.0%
O=C(COc1ccccc1Br)NC(=O)NC1CCCC1,27.1%,12µM*,-1.7%,.,.,?,?,.,.,2.82µM*,28.4%
CCN(Cc1ccccc1)C(=O)Cc1c[nH]c2ccccc12,-2.2%,6.7%,0.6%,-6.8%,0.6%,0.7%,10.7%,1.9%,14.9%,-0.3%,3.1%
O=C(COC(=O)Cc1ccc(Br)cc1)Nc1ccc(N2CCOCC2)cc1,-1.5%,1.5%,13.7%,.,.,2.9%,-4.6%,.,.,-3.9%,-7.4%
CC(=O)c1ccc(NC(=S)Nc2ccc3cn[nH]c3c2)cc1,2.4%,-14.0%,4.0%,-2.2%,6.3%,-2.2%,6.31µM*,-7.1%,?,13.0%,14.6%
COC(=O)c1cc(OC)c(OC)cc1N1C(=O)CC(C)(C)CC1=O,-0.2%,-0.7%,-2.0%,5.0%,-13.7%,-0.1%,-0.1%,2.6%,2.7%,-3.6%,-4.6%
Cc1ccc(Nc2nc(NCCO)c3ccccc3n2)cc1C,2.0%,7.57µM*,-11.9%,-23.9%,-10.1%,-13.5%,6.2%,?,-29.7%[1.91 µM],-5.8%,13.5%
COc1ccc(OC)c(S(=O)(=O)Nc2ccc(F)cc2)c1,7.6%,-0.2%,-5.2%,6.0%,-6.3%,4.3%,1.2%,3.1%,-5.2%,3.4%,-1.0%
O=C(CCC(=O)c1cccs1)OCC(=O)N1CCN(C(=O)c2ccco2)CC1,?,5.1%,0.0%,-6.9%,-1.4%,-2.3%,2.0%,0.2%,-24.0%,-5.8%,5.9%
COc1ccc(NS(=O)(=O)c2ccc3c(c2)NC(=O)CO3)c(OC)c1,-2.7%,-0.8%,1.1%,5.4%,-1.2%,0.7%,-9.3%,12.0%,11.1%,0.8%,-0.2%
CN(C)c1ccc(C(CNS(=O)(=O)c2ccc3ccccc3c2)c2c[nH]c3ccccc23)cc1 (stereo not given),-3.3%,?,-2.2%,7.4%,-7.3%,1.0%,-21.9%,18.9%,30.2%,-1.8%,23.3%
O=C(COC(=O)c1ccc(F)cc1F)NCCC1=CCCCC1,-0.5%,?,2.0%,.,.,3.5%,-5.2%,.,.,-0.6%,3.1%
Cc1cc(C(=O)Nc2ccccc2C#N)n(-c2ccccc2)n1,-2.4%,-0.8%,-3.5%,1.8%,-5.8%,-8.3%,-4.0%,-3.3%,56.3%,-5.0%,-0.8%
COCCn1c(-c2ccc(F)cc2)nc2oc3cc(OC)ccc3c(=O)c2c1=O,-3.5%,-3.1%,2.6%,-4.7%,4.1%,-0.4%,-30.1%,16.7%,-16.8%,1.1%,-3.7%
O=c1[nH]c2cc([N+](=O)[O-])c([N+](=O)[O-])cc2[nH]c1=O,0.5%[46.1 µM],2.4%,-4.3%,-2.7%[10 µM],?,-4.0%,6.5%,-7.6%&0.1%,2.5%&-11.4%,3.9%[46.1 µM],-0.6%
COc1ccc(NC(=O)CN(C)C(=O)/C=C/c2cn(-c3ccccc3)nc2-c2ccc(F)cc2)cc1,-3.4%,1.8%,7.1%,.,.,-2.7%,-74.2%,.,.,-0.9%,2.7%
Cc1ccc(S(=O)(=O)N(Cc2cccc(F)c2)C(=O)N2CCN(C)CC2)cc1,0.1%,6.3%,5.7%,.,.,1.5%,2.5%,.,.,-8.8%,1.3%
CCOc1ccc2cc(C#N)c(SCC(=O)N3CCOCC3)nc2c1,3.98µM*,?,0.3%,-0.9%,4.5%,2.59µM*,?,-3.9%,39.4%,3.98µM*,?
O=C(CC1(O)C(=O)N(Cc2ccc3c(c2)OCO3)c2ccccc21)c1ccccc1 (stereo not given),-0.7%,-1.2%,2.3%,3.7%,-15.1%,-1.7%,-32.7%,-1.2%,-17.5%,0.0%,2.5%
CCc1ccc(NC(=O)CCn2nc(C)c(S(=O)(=O)N3CCCCC3)c2C)cc1,-0.6%,0.8%&-10.9%,-3.0%,-1.3%,-16.0%,-5.5%,-14.7%,-12.1%,-1.9%,-0.8%,0.1%
COc1cccc(CNC(=O)c2cccc(Br)c2)c1,9.2%,-10.6%,-2.7%,-0.8%,.,0.3%,2.5%,7.3%,?,0.1%,-5.0%
CC(C)(CNS(=O)(=O)c1ccc2c(c1)OCCO2)N1CCOCC1,-3.3%,-0.8%,5.1%,3.3%,0.2%,.,14.5%,-7.6%,7.1%,-1.8%,.
O=C(c1ccc(-c2cccc([N+](=O)[O-])c2)o1)N1CCN(c2ccc([N+](=O)[O-])cc2)CC1,-4.5%,-1.9%,13.2%,.,.,-0.5%,-14.1%,.,.,-5.4%,0.8%
O=C(O)c1cn(Cc2ccccn2)c(=O)c2ccccc12,-6.5%,-10.6%,2.4%,-4.5%,3.1%,-0.5%,-6.3%,1.5%,17.3%,0.4%,0.9%
CCCCn1c(N)c(N(CCOC)C(=O)CN2C(=O)c3ccccc3C2=O)c(=O)[nH]c1=O,-2.7%,1.0%,17.9%,-3.8%,7.0%,10.6%,-0.2%,20.0%,-10.2%,-1.0%,7.4%
CNc1cc(C(F)(F)F)nc(-c2ccccn2)n1,0.1%,-4.3%,2.7%,12.6µM*,-5.6%,-1.7%,0.0%,10.1%,0.708µM*,-3.4%,-6.2%
COc1ccc(C2C(C(=O)Nc3cccc(C)n3)c3ccccc3C(=O)N2C)cc1 (stereo not given),-5.1%,0.5%,1.0%,-12.2%,4.0%,-3.1%,0.0%,-7.9%,18.0%,8.8%,7.1%

# Only part of the results is shown. The share of hits here may be higher or lower than overall.
